Assay outcomes from PubChem.
Pf growth 96h = inhibits malaria parasite growth, 96 h; actives 6.9% (n = 320,000); P. falciparum luciferase reporter growth, 96 h; Potency, µM (titrated, usually from 28.7 µM), inactives show at the top dose activity change, negative = inhibition, most hits filed as inhibitors; note: potency is the fitted concentration of half-maximal effect; % is set by controls: 0 for no effect and ±100 for the full control effect
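Parasite growth measured via integrated firefly luciferase reporter in P. falciparum. Infected erythrocytes at 2% hematocrit, 0.05% parasitemia final were treated 96 hours at 37 C under 5% CO2, and luminescence was read.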
TbPYK inhibitor = inhibitors of Trypanosoma brucei pyruvate kinase. Q57TT1. TbPYK enzyme, Kinase-Glo Plus ATP luminescence, 45 min. Potency, µM (top dose mostly 76.8 µM), for the others: at the highest dose activity, negative = inhibition, usual class: inhibitors. actives 0.12% (n = 410,000). AID 624173; note: potency is the fitted concentration of half-maximal effect; % is set by controls: 0 for no effect and ±100 for the full control effect; nearly all actives have a fitted effect of over 50% in size
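Quantitative HTS: titrated library compounds versus trypanosomal pyruvate kinase in TEA buffer (pH 7.2) containing KCl, MgCl2, BSA and Tween-20. Reactions were initiated with ADP, 130 uM final. Kinase-Glo Plus luminescence was read after 45 min at RT.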
Pf growth 48h = inhibits P. falciparum growth in the first generation, 48 h; P. falciparum luciferase growth in erythrocytes, 48 h; Potency, µM (top dose mostly 28.7 µM), inactives show top-dose activity change, negative = inhibition, actives largely listed as inhibitors; actives 5.9% (n = 310,000); AID 504832; note: potency is the fitted concentration of half-maximal effect; % is set by controls: 0 for no effect and ±100 for the full control effect
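In quantitative HTS format, infected erythrocytes bearing luciferase-reporter parasites were treated for a single generation at 37 C. Luminescence after adding detection reagent served as the growth measure.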
LmPK inhibitor = blocks Leishmania mexicana pyruvate kinase activity | purified LmPK, Kinase-Glo ATP luminescence, 1 h | Potency, µM (titrated, usually from 57.5 µM), without a hit: at the highest dose activity change, negative = inhibition, usual class: inhibitors | actives 0.37% (n = 290,000); note: potency is the fitted concentration of half-maximal effect; % is set by controls: 0 for no effect and ±100 for the full control effect
Target sequence (Q27686 whole entry, looked up): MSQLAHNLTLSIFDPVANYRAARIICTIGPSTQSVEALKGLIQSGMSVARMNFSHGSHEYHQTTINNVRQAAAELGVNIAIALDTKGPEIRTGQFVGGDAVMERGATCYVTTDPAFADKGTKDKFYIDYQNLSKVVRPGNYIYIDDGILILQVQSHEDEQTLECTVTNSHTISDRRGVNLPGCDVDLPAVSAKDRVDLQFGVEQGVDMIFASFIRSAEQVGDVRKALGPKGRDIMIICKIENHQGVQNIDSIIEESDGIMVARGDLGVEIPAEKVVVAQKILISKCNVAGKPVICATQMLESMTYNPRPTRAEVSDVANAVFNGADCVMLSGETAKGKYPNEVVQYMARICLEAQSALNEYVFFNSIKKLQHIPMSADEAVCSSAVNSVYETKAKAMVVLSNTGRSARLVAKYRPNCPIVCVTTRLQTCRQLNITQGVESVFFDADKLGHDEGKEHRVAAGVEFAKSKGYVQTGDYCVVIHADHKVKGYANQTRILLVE
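In 50 mM imidazole pH 7.2 with 7 mM MgCl2, LmPK (0.1 nM) turned over PEP (0.5 mM) and ADP (0.1 mM) for 1 h at room temperature. Luciferase read-out of ATP.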
CHX counter = counter-screen for Shiga toxin inhibitors: cycloheximide protein synthesis inhibition. actives 12% (n = 300,000). AID 2314. cell reporter, cycloheximide protein synthesis inhibition counterscreen. max response, %; in the data active = max response mostly above about 13%, no sharp cut-off; inactive = mostly below about 14%; note: read at 38.3 µM for the half of the compounds with a filed dose; 0% is about no effect
HCV inhibitor = blocks hepatitis C virus; Huh7.5.1 HCVcc-Cre infection, luciferase reporter, 44 h; Potency, µM (top dose mostly 41.8 µM), for inactives: top-dose activity change, negative = inhibition, most hits filed as inhibitors; actives 3.4% (n = 340,000); note: potency is the fitted concentration of half-maximal effect; % is set by controls: 0 for no effect and ±100 for the full control effect
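Infectious HCVcc-Cre (~0.5 moi) was added to cells just after compound, with cells seeded 4 h earlier at 1,000 per well. Luciferase activity after 44 h culture reported infection; substrate was incubated 15 min at room temperature before reading.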
Shiga toxin inh = Shiga toxin inhibition; Vero cells, Shiga toxin protein synthesis inhibition reporter; inhibition, % at 38.7 µM; actives 9.2% (n = 290,000); in the data active = inhibition mostly above about 28%, no sharp cut-off; inactive = mostly below about 43%; note: 0% is about no effect
* = called active by the depositor; ? = inconclusive; . = no result given; & = joins results of further samples; [ ] = another dose, or the depositor's remark. Unless noted, calls come from the whole dose curve; as a rule, active = well fitted curve in the direction sought with a large enough effect; inconclusive = small, poorly fitted or top-dose-only effect, or another doubt; inactive = no such curve, though single readings can be large; an effect the other way counts as inactive or inconclusive. Compounds were not picked by outcome. About 24% of those tested had a hit in this group.

SMILES	Pf growth 96h	TbPYK inhibitor	Pf growth 48h	LmPK inhibitor	CHX counter	HCV inhibitor	Shiga toxin inh
Cc1ccc(/C=C/C(=O)OCn2nnc3ccccc3c2=O)o1	16%	-3%	18%	3%	-1	6%	-5
COc1n[nH]c(C(=O)Nc2nc3ccccc3s2)c1[N+](=O)[O-]	31%[activator]	-7%	23%	-17%	33*	3%	75*
CC(C)c1ccc(C2NC(=S)NC3=C2C(=O)CC(C)(C)C3)cc1 (stereo unspecified)	0%	2%	23%	4%	-1	-18%	-10
CCOC(=O)CSc1cccc2cccnc12	-25%	-11%	?	1%	17	6.3µM*	53*
Cc1cc(C)n(-c2nc3ccccc3nc2N2CCN(S(=O)(=O)c3ccc4ccccc4c3)CC2)n1	5.2µM*	0%	.	-3%	-1	-26%	-12
COc1ccc(Cn2cnc([N+](=O)[O-])c2)cc1[N+](=O)[O-]	32%[activator]	-3%	-5%	-2%	-7	-12%	-6
S=C(Nc1ccc(Br)cc1Cl)Nn1cnnc1	?	-26%	21%	1%	1	-7%	-8
COc1ccccc1C(=O)NNC(=O)CN1C(=O)c2ccccc2C1=O	-23%	-7%	-1%	-6%	-2	19%	-4
Cc1ccc(-c2csc3ncnc(N4CCN(Cc5ccccc5)CC4)c23)cc1	?	-4%	?	6%	1	?	-5
NS(=O)(=O)c1ccc(CNC(=O)/C=C/c2cccc([N+](=O)[O-])c2)cc1	0%	3%	25%	4%	-1	-2%	-38
O=C1CC(c2ccsc2)c2ccc3ccccc3c2N1 (stereo unspecified)	60%[activator]	-7%	21%	4%	7	-16%	10
CS(=O)(=O)NN1C(=O)c2ccccc2NC1c1cccc(O)c1 (stereo unspecified)	-21%	-16%	-1%	13%	-4	13%	-4
O=C1NCCC/C1=N/Nc1cc(F)ccc1F	114%[activator]	-5%	70%[activator]	-4%	36*	-22%	42*
Cc1cc(C)cc(C(=O)N2CCCCCC2)c1	-23%	-6%	.	4%	-2	3%	-6
Cc1nnc(SCC(=O)c2c(N)n(Cc3ccccc3)c(=O)n(C)c2=O)n1C	?	-3%	?	0%	2	13%	-9
COc1ccc(NS(=O)(=O)c2cc(C(=O)O)ccc2C)cc1	17%	0%	0%	3%	-1	9%	9
COc1ccc(C(=O)c2oc3ccccc3c2NC(C)=O)cc1	?	1%	22%	2%	0	6.3µM*	-1
Cn1c2ccccc2c2nnc(SCC(N)=O)nc21	1%	-2%	32%[activator]	2%	-4	15%	-5
Cc1cc(=O)[nH]c(SC/C=C/c2ccccc2)n1	17%	1%	8%	0%	12	11%	10
C[C@@H](NC(=O)[C@@H]1Cc2ccccc2CN1C(=O)OC(C)(C)C)C(=O)NC1CCCC1	6%	5%	?	-5%	9	9%	13
CCN(CC)Cc1oc(-c2ccccc2)cc1C(=O)O	?	6%	8%	4%	-3	29%	22
COc1ccc(-n2c(=O)[nH]cc(C(=O)Nc3ccccc3)c2=O)cc1	19%	1%	-1%	0%	1	12%	23
CCc1ccc(C2C(C#N)=C(N)Oc3cc(N)ccc32)cc1 (stereo unspecified)	?	-1%	0%	-6%	-2	-8%	-3
Cc1ocnc1C(=O)Nc1ccc(Cl)cc1	111%[activator]	-11%	156%[activator]	-26%	44*	-1%	122*
COCCCNC(=O)c1c(N)n(-c2ccc(S(N)(=O)=O)cc2)c2nc3ccccc3nc12	43%[activator]	-13%	-8%	3%	-5	-18%	16

Profiles, looked up by structure. Screens in order: Pf growth 96h	TbPYK inhibitor	Pf growth 48h	LmPK inhibitor	CHX counter	HCV inhibitor	Shiga toxin inh
Record of O=C1NCCC/C1=N/Nc1cc(F)ccc1F : 114%[activator]	-5%	70%[activator]	-4%	36*	-22%	42*
Record of COCCCNC(=O)c1c(N)n(-c2ccc(S(N)(=O)=O)cc2)c2nc3ccccc3nc12 : 43%[activator]	-13%	-8%	3%	-5	-18%	16
Record of Cc1cc(C)cc(C(=O)N2CCCCCC2)c1 : -23%	-6%	.	4%	-2	3%	-6
Record of Cc1ccc(/C=C/C(=O)OCn2nnc3ccccc3c2=O)o1 : 16%	-3%	18%	3%	-1	6%	-5

More structures follow:
SMILES	Pf growth 96h	TbPYK inhibitor	Pf growth 48h	LmPK inhibitor	CHX counter	HCV inhibitor	Shiga toxin inh
CCOc1ccc(NC(=O)CSc2nc3c(c(=O)n2C)SC(C)C3)cc1 (stereo unspecified)	7.4µM*	0%	13µM*	0%	-3	?	-5
CCOc1ccccc1NC(=O)/C(C#N)=C/c1c(C)nn(-c2ccccc2)c1Cl	-11%	-10%	5%	-1%	-5	-1%	-9
COc1ccc(-n2c(CN3CCOCC3)nc3ccccc3c2=O)c(OC)c1	-43%	-6%	0%	-1%	-2	-1%	.
COC(=O)Cn1c(=O)cnc2ccccc21	?	-1%	-11%	0%	-1	16%	-2
CCS(=O)(=O)c1ccc2c(c1)N(S(=O)(=O)c1ccc(OC)cc1)CC(C(=O)O)O2 (stereo unspecified)	-6%	3%	30%	-1%	5	19%	-8
N#Cc1c(/N=C/c2ccco2)sc2c1CCCCC2	27%	-16%	52%[activator]	?	35*	-18%	125
O=C(c1ccc(Cl)c(S(=O)(=O)NCc2ccco2)c1)N1CCN(c2ccc(F)cc2)CC1	-30%	6%	.	2%	11	-26%	4
Cc1ccc(NC(=O)c2nc[nH]c2C(=O)N(C)Cc2ccccc2)cc1	?	-3%	?	.	.	?	.
O=C(Cn1cnc(S(=O)(=O)N2CCCCC2)c1)Nc1ccc(OC(F)(F)F)cc1	-26%	0%	-2%	2%	1	6%	-5
CCc1nn(C(C)C(=O)NCc2cccc(OC)c2)c(=O)c2cc3occc3n12 (stereo unspecified)	?	11%	12%	8%	2	?	1
Cc1nc2nc(SCC(=O)NCCCN3CCCC3)nn2c(C)c1Cc1ccccc1Cl	1%	-2%	?	5%	-5	?	17
C/C(=N\Nc1nc(-c2cc(C)ccc2C)cs1)c1cc2ccccc2oc1=O	22%	-10%	-12%	0%	1	4%	2
CCCN1CCC(NC(=S)Nc2cccc(Cl)c2Cl)CC1	?	-1%	-17%	5%	-4	?	-8
CCN(CC)C(=O)[C@]1(c2ccccc2)C[C@@H]1CN	.	.	.	12%	10&-8	.	8&-11
CC(C)CCOP(N)(=O)Oc1ccccc1 (stereo unspecified)	2.1µM*	7%	-23%	-5%	-1	2%	-5
Cc1ccc(S(=O)(=O)n2nc(-n3c(C)ccc3C)c3c(F)cccc32)c2ccccc12	?	-2%	?	8%	-2	8%	20
O=C(CSc1nnnn1-c1cccnc1)Nc1ccc(F)cc1F	6%	4%	0%	-3%	-2	.	-3
CC(C)(C)OC(=O)N1CCC[C@H]1c1nnc(SCc2c(Cl)cccc2Cl)o1	?	3%	9.3µM*	1%	-2	-7%	-11
CC12C(=O)N(CCC(=O)O)C(=O)C1C1C=CC2C1 (stereo unspecified)	?	0%	5%	3%	-2	-5%	-7
OC(COc1ccc(Br)cc1)CN1CCN(c2ccccc2)CC1 (stereo unspecified)	?	-2%	12%	-4%	-3	-3%	-5
Cc1nnc(SCC(=O)NCc2ccc(Cl)cc2)[nH]c1=O	.	3%	3%	3%	-7	19%	-19
CCn1c(=O)cc(SCC(=O)Nc2cccc(C)n2)c2ccccc21	8%	-7%	-16%	-2%	6	-19%	-9
COc1cccc(Cn2cnc3c(N)c(C)c(C)cc32)c1	-25%	1%	?	-9%	10	2%	-6
O=C(NC1CCCC1)c1ccc(CS(=O)(=O)c2cccc(C(F)(F)F)c2)o1	35%[activator]	-2%	1%	-1%	-1	13%	-17
CCN(C(=O)c1ccc(S(=O)(=O)N2CCC(C)CC2)cc1)C1CCS(=O)(=O)C1 (stereo unspecified)	13%	5%	9%	.	.	0%[8.37 µM]	.
(continued)
SMILES	Pf growth 96h	TbPYK inhibitor	Pf growth 48h	LmPK inhibitor	CHX counter	HCV inhibitor	Shiga toxin inh
COc1ccccc1NS(=O)(=O)c1ccc(NC(=O)c2ccccn2)cc1	?	-2%	-28%	.	.	2%	.
COC(=O)C(C)Sc1ncnc2c1nnn2-c1ccc(F)cc1 (stereo unspecified)	-30%	-1%	57%[activator]	-3%	9	?	15
CCOc1ccc(NC(c2ccccn2)c2oc(CO)cc(=O)c2O)cc1 (stereo unspecified)	?	-13%	192%[activator]	2%	46*	-6%	81*
O=C(CCC(=O)N1CCOc2ccc(Cl)cc21)NCCCN1CCN(Cc2ccccc2)CC1	59%[activator]	1%	?	-1%	-1	-19%	-5
O=C(CNS(=O)(=O)c1ccc2ccccc2c1)OCC(=O)c1ccc(Br)s1	.	28%	23%	4%	-1	-11%	15
Cc1cccc(N2CCN(C(=O)c3ccccc3NC(=O)C3CC=CCC3C(=O)O)CC2)c1 (stereo unspecified)	4%	-5%	.	0%	-2	20%	1
Cc1ccc(C(=O)NC(C)(COc2nonc2C)COc2nonc2C)cc1	.	-7%	12µM*	-1%	-2	-30%	-23
CCCCOCCCNC(=S)Nc1ccc(S(=O)(=O)N2CCOCC2)cc1	-2%	-5%	?	3%	-1	-26%	-10
COc1ccc(NC(=O)C2CC(c3ccccc3O)=NO2)cc1OC (stereo unspecified)	?	0%	0%	-3%	1	?	58
CSc1nc(-c2ccccc2)c(C#N)c(=O)[nH]1	48%[activator]	-28%	80%[activator]	-3%	-4	5%	-10
Cc1ccc(S(=O)(=O)c2c(C)cc(C)nc2N2CCCCC2)cc1	?	8%	?	1%	0	?	-5
Cc1nn2c(CN(C(=O)CN3CCOCC3)c3ccccc3)nnc2c2ccccc12	14%	4%	-9%	0%	-2	-12%	14
CC1CN(C(=O)COC(=O)Cc2ccc(Cl)cc2)CC(C)O1 (stereo unspecified)	26%	2%	?	.	.	10%	.
CCOc1cc(C(=O)OCC(=O)Nc2ncc(Cl)c(C)c2Cl)ccc1OCC(=O)N1CCOCC1	?	-7%	-8%	1%	-2	?	-8

Exported field by field: entries from further up.
COc1ccc(NC(=O)C2CC(c3ccccc3O)=NO2)cc1OC (stereo unspecified)
  Pf growth 96h: ?
  TbPYK inhibitor: 0%
  Pf growth 48h: 0%
  LmPK inhibitor: -3%
  CHX counter: 1
  HCV inhibitor: ?
  Shiga toxin inh: 58
CCOc1ccc(NC(c2ccccn2)c2oc(CO)cc(=O)c2O)cc1 (stereo unspecified)
  Pf growth 96h: ?
  TbPYK inhibitor: -13%
  Pf growth 48h: 192%[activator]
  LmPK inhibitor: 2%
  CHX counter: 46*
  HCV inhibitor: -6%
  Shiga toxin inh: 81*
CCOc1cc(C(=O)OCC(=O)Nc2ncc(Cl)c(C)c2Cl)ccc1OCC(=O)N1CCOCC1
  Pf growth 96h: ?
  TbPYK inhibitor: -7%
  Pf growth 48h: -8%
  LmPK inhibitor: 1%
  CHX counter: -2
  HCV inhibitor: ?
  Shiga toxin inh: -8
